Screening results (PubChem BioAssay)
KCNQ2 block: KCNQ2 potassium channel inhibitors, primary screen, cell-based, CHO-K1, FluxOR thallium flux, B-score (AID 2156); O88943; 20 min; stronger effect = lower value; 310,000 compounds, 1.1% hits; B-score at 10 µM;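 active = fluorescence ratio B-score at most minus 3 library SDs, with starting brightness B-score within 2 library SDs, cut at about -5.5 in these data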
Target sequence (O88943 whole entry, looked up): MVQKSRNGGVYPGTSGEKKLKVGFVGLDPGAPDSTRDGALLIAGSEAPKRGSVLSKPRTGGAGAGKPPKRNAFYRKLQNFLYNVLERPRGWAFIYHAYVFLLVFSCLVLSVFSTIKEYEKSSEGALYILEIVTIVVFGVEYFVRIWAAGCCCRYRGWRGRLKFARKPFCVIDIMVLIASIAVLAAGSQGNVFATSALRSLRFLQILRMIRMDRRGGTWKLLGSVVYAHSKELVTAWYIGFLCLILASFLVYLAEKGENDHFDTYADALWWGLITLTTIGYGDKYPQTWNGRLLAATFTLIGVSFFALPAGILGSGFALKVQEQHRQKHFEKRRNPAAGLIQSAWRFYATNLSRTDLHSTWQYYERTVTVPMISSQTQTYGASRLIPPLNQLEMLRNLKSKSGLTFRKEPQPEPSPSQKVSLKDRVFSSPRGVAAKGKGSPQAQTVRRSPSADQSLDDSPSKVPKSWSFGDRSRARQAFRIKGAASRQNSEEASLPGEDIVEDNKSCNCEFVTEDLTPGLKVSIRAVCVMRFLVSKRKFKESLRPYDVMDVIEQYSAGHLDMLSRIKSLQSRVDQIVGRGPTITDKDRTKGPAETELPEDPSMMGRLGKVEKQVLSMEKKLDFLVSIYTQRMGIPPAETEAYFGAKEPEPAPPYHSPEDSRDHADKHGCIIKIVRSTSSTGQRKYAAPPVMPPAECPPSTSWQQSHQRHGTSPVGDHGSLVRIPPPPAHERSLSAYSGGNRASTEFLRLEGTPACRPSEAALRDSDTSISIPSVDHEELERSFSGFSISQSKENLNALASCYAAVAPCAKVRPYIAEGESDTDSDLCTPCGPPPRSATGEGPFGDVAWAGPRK
Kir21 block: Kir2.1 (mouse) channel inhibition; HEK293-Kir2.1, FluxOR thallium flux fluorescence; stronger effect = lower value; B-score at 10 µM; P35561; 310,000 compounds, 0.85% hits; AID 1672;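 active = fluorescence ratio B-score at or below minus 3 SD of library scores, with starting-brightness B-score within 2 SD, cut at about -4.2 in these data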;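 note: channel flux triggered by added potassium and thallium sulfate stimulus; B-score of peak minus minimum fluorescence over baseline after thallium stimulus; more negative B-score means stronger Kir2.1 block with less thallium influx; some compounds called inactive have numbers as strong as hits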
An asterisk follows results filed as active; i = inactive.

SMILES	KCNQ2 block	Kir21 block
NNC(=O)c1cc2ccccc2[nH]1	i	0
O=[N+]([O-])c1cn(Cc2ccccc2)cn1	i	1
O=C1NC(c2ccccc2)CCO1 (stereo not given)	i	0.98
Cc1ccc(CNc2cccnc2)cc1	i	0.07
Cc1ccccc1OCC(=O)NCC(=O)OCc1ccc(Br)cc1	i	-0.48
COc1ccc(CCN(C)C(=O)c2cc(=O)c3ccccc3o2)cc1OC	i	-3.61
O=C1c2ccccc2NC(c2ccccc2)N1Cc1ccccc1 (stereo not given)	i	-2.59
Cn1c(SCC(=O)N2CCCCC2)nc2cccnc21	i	-0.06
O=C(CN1CCN(c2ccc(F)cc2)CC1)Nc1cccnc1Cl	i	-0.64
Cc1[nH][nH]c(=O)c1C(c1ccc([N+](=O)[O-])cc1)c1c(C)[nH][nH]c1=O	i	-2.27
CC(/C=C/c1ccc(O)cc1)=N/O	i	1.51
Cn1c(Cn2c(=O)sc3ccccc32)nnc1SCC(=O)NC1CCCC1	i	-0.85
O=C(COC(=O)CNC(=O)c1ccco1)Nc1ccc(Cl)cn1	i	0.02
CN(Cc1cnn(C)c1)C(=O)c1cc(COc2c(F)cccc2F)on1	i	0
COC(=O)c1ccc(OCC(O)CN2CCOCC2)cc1 (stereo not given)	i	-0.51

Already shown: 4 of the compounds above.
SMILES	KCNQ2 block	Kir21 block
CC(/C=C/c1ccc(O)cc1)=N/O	i	1.51
Cn1c(Cn2c(=O)sc3ccccc32)nnc1SCC(=O)NC1CCCC1	i	-0.85
O=C(COC(=O)CNC(=O)c1ccco1)Nc1ccc(Cl)cn1	i	0.02
CN(Cc1cnn(C)c1)C(=O)c1cc(COc2c(F)cccc2F)on1	i	0

(cont.)
SMILES	KCNQ2 block	Kir21 block
COc1ccc(CC(=O)NNC(=O)c2ccco2)cc1OC	i	0.28
CCC(C)C(NC(N)=O)C(=O)Nc1ccc(OCc2ccccc2)cc1 (stereo not given)	i	1.52
Cc1cccc(C2CC3(CC(C)(C)NC(=S)N3)Oc3cc(O)ccc32)c1 (stereo not given)	i	2
CS(=O)(=O)c1ccc(Cl)c(NC(=O)COc2ccc3c(c2)CCC3)c1	i	0.27
O=C(Cn1nc(-c2ccccc2F)ccc1=O)Nc1ccc(S(=O)(=O)N2CCCCCC2)cc1	i	0.15
COc1ccc(N2CCN(Cc3nc4scc(-c5ccccc5)c4c(=O)[nH]3)CC2)cc1	i	-1.01
Cc1ccc(/C=[N+](\[O-])c2ccccc2C)o1	i	1.09
O=C(NCc1cccs1)C1CCN(S(=O)(=O)c2cccs2)CC1	i	-0.8
Cc1ccn2c(=O)nc(SCC(=O)NCc3ccc4c(c3)OCO4)nc2c1	i	-1.61
CCCN1C(=O)c2cccc3c(N4CCCCC4)ccc(c23)C1=O	i	-3.56
O=C(O)CC1S/C(=N/N=C/c2ccc([N+](=O)[O-])cc2)N(c2ccc(O)cc2)C1=O (stereo not given)	i	0.38
COc1ccc(CC2(CO)CCN(C(C)COc3ccccc3)CC2)cc1 (stereo not given)	i	-0.93
CCCC(NC(=O)C(C)NC(=O)CO/N=C1\C=C2CCC3C4CCC(C(C)=O)[C@@]4(C)CCC3[C@@]2(C)CC1)C(=O)O (stereo not given in full)	i	0.08
O=C(/C=C/c1ccc(S(=O)(=O)N2CCOCC2)cc1)OCC(=O)c1ccc([N+](=O)[O-])cc1	i	-0.02
COc1cc2cc(C(=O)O)n(C)c2c(OC)c1OC	i	1.62
Cc1ccc(F)cc1NC(=O)CSCc1nc2sc(C)c(C)c2c(=O)[nH]1	i	-3.85
Cc1ccc(CN2CCN(Cc3ccc(OC(C)C)cc3)CC2CCO)o1 (stereo not given)	i	-1.22
COc1ccccc1-n1c(SCC(=O)Nc2ccc(Br)cc2)nc(O)cc1=O	i	0.37
CCCc1ncc(C(O)c2ccc(OC)cc2)n1C (stereo not given)	i	-0.21
CC(C)(C)NC(=O)c1nn(Cc2ccccc2)c(=O)c2ccccc12	i	-0.22
O=C(CN1CCN(c2ccccn2)CC1)Nc1ccc(Br)cc1	i	-0.14
O=C(CC1(CC2=NS(=O)(=O)c3ccccc3N2)CCCC1)NCCc1ccccc1	i	-0.64
O=c1[nH]nc(SCc2ccccc2)n1C1CC2C=CC1C2 (stereo not given)	i	-0.07
CCOc1ccc(NC(=O)CN(C)C(=O)c2ccc(OCC3CCCO3)cc2)cc1OCC (stereo not given)	i	3.2
O=C(NC(=S)N1CCOCC1)c1ccc(F)cc1	i	-0.2
CCN(CC(=O)Nc1ccc(OC)cc1)C(=O)c1ccccc1Sc1ccccc1C#N	i	-1.18
O=C(NCc1ccccc1F)C1CCN(C(=O)Nc2ccc(F)cc2)CC1	i	0.12
COC(=O)c1cc(S(=O)(=O)NCC(C)c2ccccc2)cn1C (stereo not given)	i	-0.9
O=C(NCC(c1ccco1)N1CCN(c2ccc(F)cc2)CC1)c1cccs1 (stereo not given)	i	0.04
O=C(CSCc1c(F)cccc1Cl)Nc1ccccc1C(=O)N1CCOCC1	i	-1.53
Cn1cnc(S(=O)(=O)NC2CCN(Cc3ccccc3)CC2)c1	i	0.62
O=S1(=O)CCN2N=C(C34CC5CC(CC(C5)C3)C4)SC2=N1	i	0.09
Cc1ccc(C(=O)NCCn2cc(SCC(=O)Nc3cc(C)on3)c3ccccc32)cc1	i	-0.02
CC(C)c1cc(-c2cc(C(=O)Nc3ccccc3)on2)nc(NC2CCCC2)n1	i	1.8
Cc1ccc(CCC(=O)Nc2ccc(N(C)C)cc2)o1	i	-0.94
COc1ccc(S(=O)(=O)N2CCCC2CNC(=O)C(=O)Nc2ccc(C)cc2)cc1 (stereo not given)	i	-0.37
NS(=O)(=O)c1ccc(CCNC(=O)CSc2ccc(Cl)cc2)cc1	i	-3.47
Cc1cccc(NC(=S)N2CCCCC2)c1	i	1.43
CC(C)(CCl)C(=O)Nc1ccc(C(F)(F)F)cc1	i	-0.01
Cc1noc(COc2ccccc2OCC(N)=O)c1Cl	i	0.97
CCNC(=O)c1ccc(OCC(=O)Nc2ccc(F)cc2)c(OC)c1	i	1.74
CCOc1ccc(N(CC(=O)N2CCCCCC2)S(C)(=O)=O)cc1	i	0.02
CCOC(=O)c1sc(NC(=O)CN2C(=O)NC3(CC(C)CC(C)(C)C3)C2=O)cc1C (stereo not given)	i	0.8
O=C(CSc1nc2sc3c(c2c(=O)n1-c1ccccc1)CCCC3)N/N=C/c1ccccc1C(=O)O	i	0.3
c1ccc(CCCN2CCOCC2)cc1	i	0.46

An excerpt of these results, with values ahead of the structure:
| KCNQ2 block | Kir21 block | Structure |
| --- | --- | --- |
| i | -0.02 | Cc1ccc(C(=O)NCCn2cc(SCC(=O)Nc3cc(C)on3)c3ccccc32)cc1 |
| i | 0.12 | O=C(NCc1ccccc1F)C1CCN(C(=O)Nc2ccc(F)cc2)CC1 |

(listing goes on)
SMILES	KCNQ2 block	Kir21 block
CCN(CC)S(=O)(=O)N1CCC(C(=O)NCCC2=CCCCC2)CC1	i	-0.49
COCCNC(=S)N(Cc1cccnc1)Cc1ccc(OC)c(OC)c1	i	-0.71
CC(=O)Nc1ccc(S(=O)(=O)N2CCCC2C(=O)Nc2ccc3c(c2)OCCO3)cc1 (stereo not given)	i	0.76
COc1cccc(/C=C2\C(=O)C(=O)c3ccccc32)c1	i	-1.1
Cn1c(=O)c2c(nc(CN3CCc4ccccc4C3)n2CC(=O)c2ccccc2)n(C)c1=O	i	0.51
COC(=O)C1=C(C)OC(N)=C(C#N)C1c1ccccc1F (stereo not given)	i	-0.18
Cc1ccc(S(=O)(=O)N2CCN(C(=O)CC(C)n3nc(C)c(Cl)c3C)CC2)cc1C (stereo not given)	i	-1.72
CN(C1CCS(=O)(=O)C1)S(=O)(=O)c1cccs1 (stereo not given)	i	-0.05
CCOC(=O)Nc1ccc2c(c1)OCO2	i	-2.08
CCN(CC)C(=O)Oc1cc(=O)n2c3c(cccc13)CCC2	i	0.1
CCOC(=O)C(=O)Nc1cccc(C(=O)OCC)c1	i	-0.86
Cc1cc(NC(=O)c2ccccc2)nc2c1c(=O)oc1ccccc12	i	1.23
COCCNC(=O)c1ccccc1NC(=O)COc1ccccc1	i	-0.84
Cc1ccc(NC(=O)CN2CCN(c3ccccn3)CC2)c(Cl)c1	i	0.62
OCCNc1nc(-c2ccccc2)nc2c1oc1ccccc12	i	-1.75
CCCn1ncc(CN2CCC(n3nccc3NC(=O)CCc3ccccc3)CC2)c1C	i	-0.15
O=C(NCc1cccs1)c1ccc(CS(=O)Cc2ccccc2Cl)o1 (stereo not given)	i	0.14
CSc1ccccc1C(=O)Nc1cccc(N(C)S(C)(=O)=O)c1	i	0.61
CCCN(C(=O)COC(=O)c1cc(CC)c(C)s1)c1c(N)n(Cc2ccccc2)c(=O)[nH]c1=O	i	-1.07
Nc1c(Cl)ncnc1NCc1ccccc1	i	0.6
COc1ccc(-c2nnc(SCC(=O)NCCc3ccccc3)o2)cc1	i	-1.37
C=CCOc1c(Cl)cc(C2NC(=O)NC(C)=C2C(=O)OC)cc1Cl (stereo not given)	i	0.01
Cc1ccc(S(=O)(=O)N2CCC(C(=O)NCCC3=CCCCC3)CC2)cc1C	i	0.61
CCOC(=O)c1c(NC(=O)c2ccoc2C)sc(C(=O)N(C)C)c1C	i	1.58
O=C(CCc1ccccc1)NNc1ccc(F)cc1	i	-0.59
CS(=O)(=O)c1ncc(Cl)c(C(=O)Nc2ccc(OC(F)F)cc2)n1	i	-5.34*
O=C(O)c1ccc(-n2c(-c3cc(C4CC4)[nH]n3)n[nH]c2=S)cc1	i	-2.75
Cc1sc2nc(CN3CCC(C)CC3)nc(Cl)c2c1C	i	0.21
CCOC(=O)c1c(NC(=O)c2cccc([N+](=O)[O-])c2C(=O)O)sc2c1CCCC2	i	-0.18
CC(C)(C)C(=O)C1=C(O)C(=O)N(Cc2ccccc2)C1c1ccccc1Cl (stereo not given)	i	-1.04
CC(=O)c1cc(NC(=O)c2ccc([N+](=O)[O-])cc2)c(=O)oc1C	i	0.82
CC1CC(C)CN(CCCSc2ccccc2)C1 (stereo not given)	i	0.58
O=C(Cc1ccccc1)NC(=S)Nc1ccc2oc(-c3ccccc3F)nc2c1	i	-1.33
O=C(COC(=O)c1cc(S(=O)(=O)N2CCOCC2)ccc1Cl)Nc1ccc2c(c1)OCO2	i	0.95
Cc1ccc(Nc2nc(NCc3ccco3)c3ccccc3n2)cc1	i	-0.14
Cc1ccccc1OCC(=O)OCC(=O)Nc1cc(S(C)(=O)=O)ccc1Cl	i	-0.64
Cc1ccc(S(=O)(=O)NC(C(=O)Oc2cc3oc(=O)cc(C)c3cc2Cl)C(C)C)cc1 (stereo not given)	i	2.79
Cc1ccc(OCc2nnc(SCC(=O)Nc3cc(C)on3)n2C)cc1	i	0.3
CCCc1cc(=O)oc2c(CN3CCN(C)CC3)c(O)ccc12	i	-2.35
CC(C)(C)CC(=O)NC(=S)NCc1ccco1	i	-0.73
CCCc1cc(=O)n2[nH]c(C)nc2n1	i	-2.01
Cc1onc(-c2ccccc2)c1C(=O)NCCc1ccc(S(N)(=O)=O)cc1	i	0.47
Cc1ccc(NC(=O)C(=O)c2cn(CC(=O)N3CCCCC3)c3ccccc23)cc1	i	3.34
O=C(NCCSc1ncc(-c2ccc(F)cc2)[nH]1)c1ccco1	i	-0.88
Cn1c(SCC(=O)Nc2ccc3c(c2)OCCO3)nnc1C1CC1	i	0.59

Shown field by field: 4 of the compounds above
Cn1c(SCC(=O)Nc2ccc3c(c2)OCCO3)nnc1C1CC1
  KCNQ2 block: i | Kir21 block: 0.59

Cc1ccc(OCc2nnc(SCC(=O)Nc3cc(C)on3)n2C)cc1
  KCNQ2 block: i | Kir21 block: 0.3

CC1CC(C)CN(CCCSc2ccccc2)C1 (stereo not given)
  KCNQ2 block: i | Kir21 block: 0.58

Cc1onc(-c2ccccc2)c1C(=O)NCCc1ccc(S(N)(=O)=O)cc1
  KCNQ2 block: i | Kir21 block: 0.47

Fetched by compound from above, 3 records:
SMILES	KCNQ2 block	Kir21 block
O=C(CC1(CC2=NS(=O)(=O)c3ccccc3N2)CCCC1)NCCc1ccccc1	i	-0.64
O=C(O)c1ccc(-n2c(-c3cc(C4CC4)[nH]n3)n[nH]c2=S)cc1	i	-2.75
O=C(NCc1cccs1)c1ccc(CS(=O)Cc2ccccc2Cl)o1 (stereo not given)	i	0.14

Later entries.
SMILES	KCNQ2 block	Kir21 block
NS(=O)(=O)c1ccc(NC(=S)Nc2cc(Cl)c(Cl)cc2Cl)cc1	i	0.01
CC(C)=CC(=O)OCC(=O)NC1CCCc2ccccc21 (stereo not given)	-6.7*	-1.33
O=c1ccc(-c2nc3cc(Cl)ccc3n2Cc2ccccc2)c[nH]1	i	-0.02
O=C(CSc1nc2ccccc2n1-c1ccccc1)NCC1CCCO1 (stereo not given)	i	-3.01
N#Cc1ccccc1NC(=O)Nc1ccc(Cl)cc1	i	-1.54
CCOc1ccc(CN(CC)C(=O)Cc2c[nH]c3ccccc23)cc1OC	i	-3.43
COc1ccc(NC(=O)C(C)SCc2ccccc2)cc1 (stereo not given)	i	-0.49
CCN1CC2=C(OC(N)=C(C#N)C2c2ccccc2)/C(=C\c2ccccc2)C1 (stereo not given)	i	0.01
COc1ccc(NC(C)=O)cc1NC(C)C(=O)Nc1cc(C(F)(F)F)ccc1N1CCOCC1 (stereo not given)	i	1.35
c1ccc(-c2cc3c(NCC4COc5ccccc5O4)ncnc3s2)cc1 (stereo not given)	i	-1.02
CC(C)(C)N(Cc1cc2ccccc2[nH]c1=O)C(=O)c1cccc([N+](=O)[O-])c1	i	-0.88
COc1ccc(S(=O)(=O)NCc2ccc(C(=O)NCc3cccnc3)cc2)cc1	i	-0.44
Cc1ccc(C)c(CN2C(=O)C3CCCN3c3ccc(C#N)cc32)c1 (stereo not given)	i	1.01
CC(Cl)C(=O)Nc1ccccc1C#N (stereo not given)	i	1.24
Cc1nnc(-c2cccc(Br)c2)c2cn(-c3ccccc3Cl)nc12	i	0.43
